Yeast superoxide: reduction of superoxide in aged yeast, primary screen, HTS; S. cerevisiae aged cells, superoxide DHE fluorescence; active compounds read low; superoxide response (% of plate mean), % at 10 µM; hit rate 0.18% among 330,000;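 active = superoxide response under a set limit, about three screen SD below normal, cut at about 65% in these data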;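 note: yeast aged for seven days with compound at 30 °C before DHE staining; 100% = average MFI of all compound-treated wells on the plate with controls excluded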
CTSL1 counter: Fasciola hepatica cathepsin L1 inhibitors, primary screen, counter-screen for PFM18AAP inhibitor project, biochemical, QFRET, fluorogenic peptide substrate; recombinant F. hepatica cathepsin L1, Z-Leu-Arg-MCA fluorescence; inhibition, % at 5.96 µM; hit rate 0.49% among 300,000;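 active = inhibition above the mean of all tested compounds plus 3 SD, set per screening campaign, cut at about 17% in these data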;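 note: 0% = plate median of test compound wells and 100% = 1 µM Z-Phe-Ala-diazomethylketone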
GASC-1 inh: inhibitors of GASC-1 histone demethylase, primary screen, biochemical, fluorescence, DELFIA europium | Lysine-specific demethylase 4C (Homo sapiens), Q9H3R0 | GST-JMJD2C(1-420) H3K9me3 demethylation | inhibition, % at 2.35 µM | hit rate 0.069% among 330,000;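 active = more than half of a compound's replicate wells show inhibition beyond 50%, single wells judged on their own value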;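 note: signal counts dimethyl H3K9 product captured on neutravidin plate; 0% = median of DMSO wells and 100% = 0.3 times that DMSO median; strong numbers were not always called active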
PP1 inh: PP1-alpha phosphatase inhibitors, primary screen, counter-screen for PP5 inhibitor project, biochemical, fluorescence, OMFP substrate, single point. AID 2235, 2010. purified PP1alpha. hit rate 0.9% among 320,000. inhibition, % at 6.7 µM. Serine/threonine-protein phosphatase PP1-alpha catalytic subunit (Homo sapiens), P62136;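 active = inhibition above the mean inhibition of all tested compounds plus 3 SD, computed separately for each screening campaign, cut at about 15% in these data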
Target sequence (P62136 whole entry, looked up): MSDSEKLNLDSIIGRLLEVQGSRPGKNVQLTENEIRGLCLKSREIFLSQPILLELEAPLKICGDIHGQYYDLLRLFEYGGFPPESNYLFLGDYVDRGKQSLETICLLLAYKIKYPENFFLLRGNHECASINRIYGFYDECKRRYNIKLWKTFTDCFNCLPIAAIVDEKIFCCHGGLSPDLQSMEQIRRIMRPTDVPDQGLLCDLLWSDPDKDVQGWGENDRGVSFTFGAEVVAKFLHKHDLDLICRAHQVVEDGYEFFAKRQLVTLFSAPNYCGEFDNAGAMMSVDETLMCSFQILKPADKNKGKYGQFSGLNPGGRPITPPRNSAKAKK
HCV core dimer: inhibitors of HCV core protein dimerization, primary screen, biochemical, TR-FRET, high-throughput | inhibition, % at 5 µM | hit rate 0.33% among 300,000 | TR-FRET GST/Flag-core106 dimerization, 1536-well | AID 1899, 2009;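 active = inhibition above the mean of all tested compounds plus 3 SD, set per screening campaign, cut at about 45% in these data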
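Material: Tagged HCV core106 pair (GST and Flag) | Amount: GST-core106 13.5 nM, Flag-core106 17 nM | Medium: KF-containing HEPES buffer, pH 7.45, DTT, CHAPS, BSA | Reagent: Eu donor and XL665 acceptor anti-tag antibodies | Schedule: 4 h at 22.5 °C | Technique: Time-resolved FRET, ex 340 nm, em 617 and 671 nm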
TPT1 inhibitor: Candida albicans TPT1 enzyme inhibitors, primary screen, biochemical, fluorescence polarization; inhibition, % at 5 µM; tRNA 2'-phosphotransferase TPT1 (Candida albicans SC5314); hit rate 0.81% among 300,000; AID 1962, 2009; recombinant caTPT1, FP RNA substrate dephosphorylation;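 active = inhibition above the mean of all tested compounds plus 3 SD, set per screening campaign, cut at about 24% in these data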;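 note: plate controls were DMSO alone for no effect and ferristatin control at 100 nM for full effect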
EBNA-1 inh: EBNA-1 DNA-binding inhibitors, primary screen, biochemical, fluorescence polarization | hit rate 0.34% among 300,000 | inhibition, % at 14.8 µM | AID 1950, 2009; in the data active = inhibition above about 28%
ZTA DNA inh: counter-screen for EBNA-1 inhibitors: inhibitors of Epstein-Barr virus ZTA. ZTA-DNA binding, fluorescence polarization. hit rate 0.15% among 320,000. inhibition, % at 11 µM. P03206; in the data active = inhibition above about 33%
Target sequence (P03206 whole entry, looked up): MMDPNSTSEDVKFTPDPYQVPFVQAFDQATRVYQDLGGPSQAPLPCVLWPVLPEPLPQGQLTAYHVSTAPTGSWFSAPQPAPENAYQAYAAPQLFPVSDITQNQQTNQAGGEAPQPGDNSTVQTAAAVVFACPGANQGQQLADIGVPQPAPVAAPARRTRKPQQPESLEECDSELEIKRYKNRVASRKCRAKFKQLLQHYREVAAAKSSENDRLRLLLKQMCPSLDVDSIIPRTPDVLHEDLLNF
PP5 primary: PP5 phosphatase inhibitors, primary screen, biochemical, fluorescence | inhibition, % at 6.7 µM | purified PP5c, OMFP substrate fluorescence | hit rate 0.18% among 320,000 | AID 1987, 2009;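 active = inhibition above the campaign's mean inhibition across all tested compounds plus 3 SD, cut at about 9.5% in these data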;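 note: 0% = DMSO only and 100% = 100 µM cantharidin control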
Target sequence (P53041 whole entry, looked up): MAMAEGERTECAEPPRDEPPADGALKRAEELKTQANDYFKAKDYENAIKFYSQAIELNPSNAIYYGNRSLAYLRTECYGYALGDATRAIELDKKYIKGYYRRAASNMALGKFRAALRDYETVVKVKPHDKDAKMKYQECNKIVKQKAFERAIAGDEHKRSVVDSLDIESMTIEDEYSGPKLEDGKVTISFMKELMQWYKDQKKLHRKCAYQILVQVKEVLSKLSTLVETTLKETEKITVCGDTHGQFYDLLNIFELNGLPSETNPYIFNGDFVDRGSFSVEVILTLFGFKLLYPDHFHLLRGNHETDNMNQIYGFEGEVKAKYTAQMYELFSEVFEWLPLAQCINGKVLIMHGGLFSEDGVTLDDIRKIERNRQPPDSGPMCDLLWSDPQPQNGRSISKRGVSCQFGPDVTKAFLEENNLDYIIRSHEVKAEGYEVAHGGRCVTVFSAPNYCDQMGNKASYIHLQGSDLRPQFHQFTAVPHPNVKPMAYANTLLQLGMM
Starred values were filed as active, the others as inactive; . = no result given. Hits appear at their usual frequency; overall some 3.1% were active at least once.

Start of the data: the first three records as a preview:
SMILES	Yeast superoxide	CTSL1 counter	GASC-1 inh	PP1 inh	HCV core dimer	TPT1 inhibitor	EBNA-1 inh	ZTA DNA inh	PP5 primary
O=C(CN1CCC(n2nnc3cc(F)ccc32)CC1)NC1CCCCC1	106	5	-29	0	-6	-1	-8	-7	-0.2
CCOc1ccccc1C(=O)N1CCC(C(=O)c2ccc(F)cc2)CC1	111	0	-2	-1	2	2	-11	9	1.9
COc1cc(S(=O)(=O)N2CC(=O)Nc3ccccc32)ccc1NC(C)=O	93	1	-2	2	7	2	9	11	1.3

Results, repeating the preview:
SMILES	Yeast superoxide	CTSL1 counter	GASC-1 inh	PP1 inh	HCV core dimer	TPT1 inhibitor	EBNA-1 inh	ZTA DNA inh	PP5 primary
O=C(CN1CCC(n2nnc3cc(F)ccc32)CC1)NC1CCCCC1	106	5	-29	0	-6	-1	-8	-7	-0.2
CCOc1ccccc1C(=O)N1CCC(C(=O)c2ccc(F)cc2)CC1	111	0	-2	-1	2	2	-11	9	1.9
COc1cc(S(=O)(=O)N2CC(=O)Nc3ccccc32)ccc1NC(C)=O	93	1	-2	2	7	2	9	11	1.3
O=c1cc(Nc2ccc3c(c2)OCCO3)[nH]c(=O)n1C1CCCCC1	91	1	-24	0	-2	1	5	0	0.8
Cc1cccc(/C=C2/Sc3ccc(C(=O)NCCCN4CCOCC4)cc3NC2=O)c1	159	1	-7	0	2	0	2	5	4.7
CC(=O)N1CCN(C(=O)CSc2nnc(C)n2-c2ccccc2)CC1	111	-4	14	-3	0	3	-8	11	1.1
COc1ccc(-c2ccc(OC(=O)NC3CCS(=O)(=O)C3)cc2)cc1 (configuration not stated)	100	4	3	-3	-3	-2	10	4	-1.2
COCCSc1nnc(NC(=O)c2cc(C(=O)OC)cc([N+](=O)[O-])c2)s1	105	-1	-14	12	-1	-6	-4	-6	-1.9
O=C1c2nc3cc(-c4ccco4)[nH]n3c(=O)c2CN1Cc1ccccc1	106	0	4	4	3	-3	6	2	-0.5
CS(=O)(=O)N(CCc1ccccc1)CC(=O)NCc1ccc2c(c1)OCO2	97	3	3	-2	0	-1	-3	-2	-1.0
C=C1N(c2cccc(Cl)c2)C(=O)OC1(C)C	97	2	-5	-2	-1	0	2	-3	0.1
O=C(O)CC(NC(=O)c1ccccc1NC(=O)c1ccccc1)C(=O)O (configuration not stated)	102	-2	0	5	-5	-2	-9	-8	1.0
COc1ccc(S(=O)(=O)N2CCCCCC2)cc1C(=O)OCC(=O)Nc1cc(C)on1	87	-1	6	11	3	-4	-11	-14	-2.1
Cc1ccc(C(=O)Nc2cc3c(cc2N2CCCCC2)n(C)c(=O)n3C)cc1	124	0	-4	0	8	1	2	0	2.0
CCc1nnc2n1N=C(c1cccc([N+](=O)[O-])c1)CS2	113	0	-32	-6	5	2	10	1	2.7
Cn1cc(CCC(=O)N2CCCC(Nc3ccc(F)cc3)C2)cn1 (configuration not stated)	101	7	2	-2	2	-1	-6	-21	-3.1
O=C(CC1Oc2ccccc2NC1=O)NCCc1ccccc1 (configuration not stated)	106	0	19	-1	1	-1	1	-15	-0.8
O=C(NCCc1ccccc1)c1cccc(Br)c1	108	-3	-4	2	-4	3	1	-8	2.4
CC(C)NC(=S)N/N=C/c1cc(Br)ccc1O	102	1	6	-1	7	-1	12	-6	5.0
CCOC(=O)C(=O)N(Nc1ccc(C)cc1)c1ccc(C)cc1	86	2	-7	-2	4	1	-1	-9	0.1
COC(=O)c1cc(NC(=O)CN2C(=O)CSC2=O)ccc1Cl	108	1	1	-2	-3	0	0	10	1.3
COc1ccc(Br)cc1CN1CCN(C(=O)c2cccc(OC)c2OC)CC1	113	-1	3	-1	1	-1	1	7	-1.2
CN1CCC(=NNC(=O)C(=O)Nc2ccccc2)CC1	83	0	-17	-2	-1	-3	7	-6	1.6
Cc1cc(Br)cc(C)c1OCCCCN(C)C	109	-5	2	2	-2	1	1	-7	2.4
O=C(NCc1ccco1)C1(S(=O)(=O)c2ccc(Cl)cc2)CC1	82	2	7	-1	-1	0	2	6	-2.4
CCOc1cc(/C=N/NC(=O)c2cccnc2)ccc1OCC(N)=O	103	0	.	-4	1	0	-7	8	-2.9
Cc1ccc(S(=O)(=O)n2c(=O)oc3ccccc32)cc1	82	2	-4	2	1	-3	0	12	0.5
S=c1nc(-c2sccc2OCc2ccc(Cl)cc2Cl)[nH][nH]1	107	2	-5	-2	10	-2	-4	-9	0.9
CCCOc1ccc(C(=O)Nc2ccc(S(=O)(=O)NC3=NCCCCC3)cc2)cc1	97	0	5	-1	-7	-1	-9	-25	2.9
O=C(NNC(=S)NC1CC2CCC1C2)c1ccc(Cl)cc1 (configuration not stated)	90	0	-2	-3	2	-5	3	16	-1.3
CCCc1ccc2oc(C(=O)N3CCNC(=O)C3CC(=O)OC)c(C)c2c1 (configuration not stated)	100	0	0	-1	-22	-3	4	-28	5.1
O=C(Nc1nccs1)c1cccc(N2C(=O)C3C4C=CC(C4)C3C2=O)c1 (configuration not stated)	111	-3	15	0	-2	-2	1	-7	-1.6
O=C1c2c([N+](=O)[O-])cc([N+](=O)[O-])cc2S(=O)N1Cc1ccccc1 (configuration not stated)	135	6	-34	-4	-4	5	-2	10	-1.8
COc1ccccc1OCCNC(=O)CNC(=O)c1ccc(Cl)c(Cl)c1	100	-3	5	-2	0	-3	-3	-9	-2.0
Cn1c(Cc2csc(N)n2)nnc1SCC(=O)NCc1ccccc1	99	-1	4	-5	0	-1	1	-7	1.9
COc1cc(OC)cc(C(=O)N[C@H](C(=O)Nc2ccc(F)cc2F)C(C)C)c1	102	0	-14	1	-3	0	-10	-1	1.3
CC1CN(/C=C/C=O)C(C)CC1OC(=O)c1ccccc1 (configuration not stated)	103	-3	23	3	1	3	-1	1	-1.0
Nc1cc(C(=O)N2CCCC2)cc(C(=O)N2CCCC2)c1	106	-4	10	0	-5	-1	-4	-3	2.1
CCCOc1ncnc2c1sc1nc3c(cc12)COC(C)(C)C3	89	4	-3	0	2	-4	3	12	-0.1
COc1cccc2c1cc1c(=O)n(CC(=O)N3CCC(C)CC3)nc(C)n12	104	0	5	-5	11	2	12	2	-0.9
Cc1cc(C)c2sc(NC(=O)CN3C(=O)CCC3=O)nc2c1	106	6	11	8	0	-10	4	1	-0.1
Cc1ccc(N2CCN(S(=O)(=O)c3ccc4oc(=O)ccc4c3)CC2)cc1Cl	95	3	-5	-3	15	4	-3	12	-2.3
COCCNC(=O)CSc1nc2ccccc2c(=O)n1CCC(=O)N1CCN(c2ccccc2)CC1	104	-8	1	6	1	-1	-11	-8	0.8
CCOC(=O)c1sc(-c2cccc([N+](=O)[O-])c2)cc1N	94	-1	1	1	11	1	9	6	0.7
CCc1nnc(NC(=O)CSc2nnc(Cc3cccn3C)n2CCOC)s1	93	0	10	-2	4	-2	-5	-5	-0.5
COc1ccc(C(=O)Oc2ccc(/C=N/Nc3ccc(Cl)c(C(=O)O)c3)cc2OC)cc1	100	2	0	14	23	-4	9	11	3.9
COc1ccccc1C(=O)Nc1sc(C(=O)N2CCCC2)c(C)c1C#N	111	-3	-5	-6	8	-4	8	6	0.7
O=C(Cn1c(-c2cncs2)nc2ccccc21)NC1CCCC1	98	-4	-1	1	2	-3	-7	2	1.5
O=C(O)CCn1c2ccccc2c2nc3ccccc3nc21	125	-2	12	4	-5	-2	1	-11	3.7
Cc1ccc(NC(=O)O/N=C/c2c(C)nn(C(C)(C)C)c2C)cc1Cl	86	-1	-6	-4	-6	0	-8	-2	3.3

Additional structures
SMILES	Yeast superoxide	CTSL1 counter	GASC-1 inh	PP1 inh	HCV core dimer	TPT1 inhibitor	EBNA-1 inh	ZTA DNA inh	PP5 primary
CCOC(=O)C(CSCC(=O)c1ccc(Cl)cc1)NC(=O)OC(C)(C)C (configuration not stated)	109	-2	6	1	10	1	-10	10	4.6
Cc1nnc(SCC2=C(C(=O)O)N3C(=O)C(NC(=O)C(C)n4nc(C(F)(F)F)cc4C)C3SC2)s1 (configuration not stated)	101	5	-9	2	4	1	-6	-1	-0.5
O=C(NC1CCS(=O)(=O)C1)/C(=C/c1ccc(Cl)cc1)NC(=O)c1ccccc1 (configuration not stated)	94	-4	10	-4	-8	-4	0	-12	0.7
CCn1cc(C(C)(C)C)c(C#N)c1NC(C)=O	94	-1	3	-6	-5	-4	0	-13	-0.6
Cc1ccc2cc(CCl)c(Cl)nc2c1	103	3	-3	-4	1	1	4	3	-0.5
CC(=O)Nc1ccc2c(c1)C(=O)N(c1cccc3ccccc13)C2=O	106	1	-4	-6	11	2	2	4	-2.0
CCSCCNC(=O)c1cc(-n2cnnc2)ccc1Cl	70	-1	2	1	-3	-3	4	-13	-2.4
COc1ccc(N=Cc2c(O)n(-c3ccc(OC)cc3)c(=O)c3ccccc23)cc1	97	2	6	0	13	3	65*	9	2.0
C=CCn1c(SCC(=O)Nc2ccc3c(c2)OCCO3)nnc1-c1ccco1	92	1	-10	-3	1	-3	15	8	-1.0
Cc1ccc(OCCn2c(=S)[nH]c3c(N)ncnc32)cc1	117	-3	.	1	-5	1	8	10	-0.4

Part of the list above in a different format:
Every second line gives: Yeast superoxide	CTSL1 counter	GASC-1 inh	PP1 inh	HCV core dimer	TPT1 inhibitor	EBNA-1 inh	ZTA DNA inh	PP5 primary
> C=CCn1c(SCC(=O)Nc2ccc3c(c2)OCCO3)nnc1-c1ccco1
→ 92	1	-10	-3	1	-3	15	8	-1.0
> Cc1ccc(OCCn2c(=S)[nH]c3c(N)ncnc32)cc1
→ 117	-3	.	1	-5	1	8	10	-0.4

The results go on:
SMILES	Yeast superoxide	CTSL1 counter	GASC-1 inh	PP1 inh	HCV core dimer	TPT1 inhibitor	EBNA-1 inh	ZTA DNA inh	PP5 primary
COC(=O)c1cn(NC(=O)Cc2ccccc2OC)c(=O)c2ccccc12	82	4	-2	2	2	-1	-4	-2	-0.8
CC(C)OC(=O)CSc1ncnc2c1cnn2Cc1ccccc1	111	1	3	1	1	-6	6	7	1.3
CCOC(=O)CNC(=O)Cn1cnc2sc(C)c(S(=O)(=O)N3CCOCC3)c2c1=O	108	-3	4	-1	-4	0	1	-14	0.2
COc1cc(NS(=O)(=O)c2ccc(NC(=O)/C(=C/c3ccccc3Cl)NC(=O)c3ccccc3)cc2)nc(OC)n1	93	-1	-1	0	18	-4	10	1	-0.7
CC1CCN(C(=O)/C(=C\c2ccccc2F)NC(=O)c2ccccc2)CC1	102	-4	1	1	0	1	1	-3	-0.1
COc1ccc(C(=O)C[n+]2ccc3c(c2)nc(-c2ccc(OC)cc2OC)n3C)cc1	106	3	-2	-1	0	-2	3	0	-3.7
COCCNC(=S)N/N=C/c1c2ccccc2cc2ccccc12	101	4	7	2	-2	40*	-3	8	2.5
COc1cc(C(C)=O)ccc1OCC(O)CN1CCN(c2ccccc2)CC1 (configuration not stated)	86	0	6	-1	-6	-2	5	7	4.3
CCOc1ccc(Oc2c(/C=N/NC(=O)COc3ccccc3OC)c(C)nn2-c2ccccc2)cc1	97	3	4	7	19	1	4	5	8.1
CC(C)(C)c1ccc(CS(=O)CC(O)CO)cc1 (configuration not stated)	88	-1	-4	-1	1	-4	9	8	1.1
Cc1ccc2[nH]c(=O)c(CN(CCCN3CCOCC3)C(=O)NC3CCCCC3)cc2c1	79	-4	3	-4	3	5	-21	-9	2.6
c1ccc(N2CC[N+]3(CCCC3)CC2)nc1	103	2	16	2	-2	-1	-2	-6	1.1
